# SRC1 inh: inhibitors of human steroid receptor coactivator 1 (SRC1); Q15788; HEK293 GAL4-SRC1 luciferase reporter, luminescence; inhibition, % at 3.6 µM; 360,000 tested, 0.12% active; AID 588354;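 active means inhibition above the campaign mean plus 3 SD, with each screening campaign given its own cutoff, cut at about 60% in these data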;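 further: 0% = DMSO treated cells and 100% = gossypol at 36 µM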
# NCOA3 inh: human NCOA3 inhibition; 360,000 tested, 0.17% active; inhibition, % at 3.6 µM; Q9Y6Q9; HEK293 GAL4-SRC3 luciferase reporter, luminescence; AID 588352;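 active means inhibition above a per-campaign cutoff, the mean of all compounds plus 3 SD, cut at about 60% in these data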;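 further: 0% = DMSO-treated cells and 100% = gossypol-treated cells at 36 µM; higher means less SRC3-driven luciferase light from the GAL4 reporter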
# NOD2 RIPK2 PPI: inhibitors of human NOD2-RIPK2 interaction; O43353; CHO BLA complementation NOD2-RIPK2, CCF4 ratio; inhibition, % at 4.98 µM; 360,000 tested, 0.38% active; in the data active means inhibition above about 21%;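 further: 0% = vehicle only and 100% = reference blocker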
# Target sequence (O43353 whole entry, looked up): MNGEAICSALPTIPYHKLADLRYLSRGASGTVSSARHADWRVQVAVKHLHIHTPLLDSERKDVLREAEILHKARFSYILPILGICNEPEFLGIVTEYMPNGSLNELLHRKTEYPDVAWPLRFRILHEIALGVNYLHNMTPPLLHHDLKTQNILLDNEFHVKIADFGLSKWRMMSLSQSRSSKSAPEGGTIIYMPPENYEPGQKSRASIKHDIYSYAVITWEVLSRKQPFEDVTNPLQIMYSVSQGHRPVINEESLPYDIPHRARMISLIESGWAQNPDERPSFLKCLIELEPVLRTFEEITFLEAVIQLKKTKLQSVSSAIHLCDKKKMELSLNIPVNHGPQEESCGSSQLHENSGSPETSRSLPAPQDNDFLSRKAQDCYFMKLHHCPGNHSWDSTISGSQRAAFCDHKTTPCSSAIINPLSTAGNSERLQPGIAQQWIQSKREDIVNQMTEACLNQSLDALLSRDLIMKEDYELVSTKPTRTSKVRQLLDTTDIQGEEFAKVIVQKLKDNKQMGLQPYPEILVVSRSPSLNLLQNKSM
# EBV LMP1 NFkB: reduces LMP1-driven NF-kappaB luciferase signal. LMP1-induced NF-kappaB luciferase reporter cells, luminescence. inhibition, % at 12.5 µM. 350,000 tested, 0.69% active; in the data active means inhibition above about 41%;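 further: 0% = neutral control wells and 100% = reference inhibitor control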
# TROY NFkB inh: blocks TROY-dependent signaling in reporter cells | Q293 LMP1-TROYcd NF-kB luciferase reporter, 4 h | inhibition, % at 10 µM | 360,000 tested, 0.98% active | AID 1347056;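 active means compounds whose plate-normalised and pattern-corrected inhibition of the luciferase reporter signal at the single screening dose is 50% or more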
# TLR9-MyD88 block: inhibitors of human TLR9-MyD88 binding | CHO BLA complementation TLR9-MyD88, CCF4 FRET ratio | 340,000 tested, 0.21% active | Q9NR96+Q99836 | inhibition, % at 4.98 µM;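 active means inhibition above the mean over all tested compounds plus 3 SD, cut at about 21% in these data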;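 further: 0% = DMSO only wells and 100% = clavulanate BLA inhibitor control wells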
# NR5A2 inv ag: inverse agonists of human LRH-1 (NR5A2); 360,000 tested, 0.13% active; O00482; inhibition, % at 3.6 µM; HEK293T StAR-luciferase reporter, LRH-1 transfected, 24 h; AID 602396;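 active means inhibition above the mean inhibition of all tested compounds plus 3 SD, cut at about 73% in these data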;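 further: 0% = DMSO wells and 100% = reporter-only cells lacking LRH-1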
# Target sequence (O00482 whole entry, looked up): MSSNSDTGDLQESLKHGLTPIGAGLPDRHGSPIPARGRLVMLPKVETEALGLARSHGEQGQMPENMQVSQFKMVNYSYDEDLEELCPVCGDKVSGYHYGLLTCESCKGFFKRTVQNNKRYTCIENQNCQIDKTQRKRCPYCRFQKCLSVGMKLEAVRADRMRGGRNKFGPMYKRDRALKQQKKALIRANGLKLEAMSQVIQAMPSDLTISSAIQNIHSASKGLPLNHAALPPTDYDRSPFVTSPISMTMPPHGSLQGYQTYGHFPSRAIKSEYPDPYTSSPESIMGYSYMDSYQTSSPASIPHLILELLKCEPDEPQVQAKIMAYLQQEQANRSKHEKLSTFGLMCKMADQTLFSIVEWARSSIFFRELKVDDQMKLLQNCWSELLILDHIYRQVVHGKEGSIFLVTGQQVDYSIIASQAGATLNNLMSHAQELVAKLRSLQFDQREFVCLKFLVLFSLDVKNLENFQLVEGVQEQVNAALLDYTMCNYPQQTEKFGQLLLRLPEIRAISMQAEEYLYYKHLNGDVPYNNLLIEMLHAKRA
# NCOA2 inhibitor: human SRC2 (NCOA2) inhibition | HEK293 GAL4-SRC2 luciferase reporter, luminescence | 370,000 tested, 0.17% active | inhibition, % at 9 µM | Q15596 | AID 651957;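 active means inhibition above the mean inhibition of all tested compounds plus 3 SD, set per campaign, cut at about 52% in these data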;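 further: 0% = DMSO treated cells and 100% = cells given Gossypol at 36 µM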
# Vif inh: blocks HIV Vif function; HEK293T cells, Vif self-association by quenched fluorescence, imaging, 24 h; inhibition, % at 7.49 µM; 340,000 tested, 0.35% active; AID 602346; in the data active means inhibition above about 50%, passing the limit was not always enough; further: some results filed as inactive read as strong as hits
# TRAIL sens C8: sensitizes caspase-8 expressing cells to TRAIL; AID 624354; 360,000 tested, 1% active; NB7+C8 cells + TRAIL, ATPlite viability luminescence; inhibition (viability loss, TRAIL sensitization), % at 10 µM;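 active means compounds causing at least 50% loss of cell viability in the single-dose screen, relative to plate controls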
# COUP-TFII inh: NR2F2 (human) inhibition, primary screen. HEK293T NGFI-A luciferase reporter, luminescence. P24468. 370,000 tested, 0.7% active. inhibition, % at 8.6 µM. AID 686940;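 active means inhibition above a per-plate cutoff, mean inhibition of test wells between control levels plus 3 SD, cut at about 38% in these data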;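 further: cells cotransfected with COUP-TFII expression vector driving the NGFI-A reporter; 0% = median of COUP-TF2 test wells and 100% = reporter-only cells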
# * = called active by the depositor; . = not tested or not shown; & = joins results of further samples.
# Order of results: SRC1 inh	NCOA3 inh	NOD2 RIPK2 PPI	NCOA2 inhibitor	COUP-TFII inh	EBV LMP1 NFkB	TROY NFkB inh	Vif inh	TLR9-MyD88 block	TRAIL sens C8	NR5A2 inv ag
COc1nc(Cc2ccc(Cl)cc2)nc2ccccc12
 : -5.0	1.7	-3.3	-41.2	6.5	-14.4	-2.5	-10.7	-1.6	-4.6	11.6
COc1ccc(OC)c(NC(=O)CCN2CCCC(C)C2)c1 (stereo not drawn)
 : -19.1	-3.9	-3.6	-11.3	13.7	-0.5	-1.5	2.2	6.0	-1.8	-15.4
Nc1ccccc1Oc1c(F)c(F)c(Oc2ccccc2N)c(F)c1F
 : -3.5	8.1	-1.1	-9.6	6.7	3.6	15.1	-3.5	5.2	-5.3	1.0
O=C(CCN1C(=O)c2ccncc2C1=O)NCc1ccc(Cl)cc1
 : -17.8	-15.6	-2.7	1.6	-3.8	0.1	-1.0	-4.7	-0.4	-2.3	-3.3
O=C(COc1ccc2c3c(c(=O)oc2c1)CCC3)N1CCCC1
 : -17.1	1.6	-10.6	-19.4	2.0	-1.9	-10.4	-1.4	3.9	-6.0	22.8
COc1ccccc1N(C(=O)CNS(=O)(=O)c1ccccc1)C(C(=O)NCc1ccco1)C(C)C (stereo not drawn)
 : -3.1	-11.4	-6.9	5.6	-9.4	-2.4	16.1	8.1	-6.8	1.6	12.9
CN(C)S(=O)(=O)c1ccc2c(c1)Cc1cc(S(=O)(=O)N(C)C)ccc1-2
 : -5.5	22.8	4.5	23.1	2.4	3.5	-11.1	.	-0.8	18.0	0.8
Cc1c(C(=O)OC(C)CCN(C)C)oc2ccccc12 (stereo not drawn)
 : -7.7	3.6	-0.4	-6.4	6.1	-5.0	-1.2	-3.1	-11.3	-29.6	-13.0
COC(=O)C1=C(\O)CCCC/C=C\1C(=O)O
 : -5.3	2.8	0.4	6.7	-10.2	-4.9	-3.5	-11.7	-2.8	4.7	9.5
COc1cc2ncc(S(=O)(=O)c3ccccc3)c(N3CCC4(CC3)OCCO4)c2cc1OC
 : -3.6	6.4	-11.0	-0.2	-19.5	7.9	-3.3	-0.3	-3.7	18.0	21.3
COc1cccc2c1CCC(NC(C)=O)C2=O (stereo not drawn)
 : -32.6	17.2	4.2	-4.5	-33.5	-4.6	-15.4	12.1	1.4	-2.5	-15.1
CC1=C(C(=O)OC(C)C)C2(O)C(=O)c3ccccc3C2(O)N1 (stereo not drawn)
 : 10.9	22.9	1.7	-6.7	-0.9	10.9	7.3	-2.2	4.0	-9.0	29.8
CNCc1ccccc1Sc1ccc(OC)c(OC)c1
 : -4.5	13.3	-4.4	-9.2	2.2	1.7	12.3	6.9	2.2	4.7	8.3
CC(=O)OC(COc1ccccc1)Cn1cnc2cc(C)c(C)cc21 (stereo not drawn)
 : 3.3	7.3	-7.5	4.2	15.8	-0.9	21.7	5.5	-5.2	-0.7	-2.7
CC1CN(C(=O)c2ccc(Br)c(S(=O)(=O)N3CCOCC3)c2)CC(C)O1 (stereo not drawn)
 : -1.7	0.5	-4.2	-7.3	8.7	11.6	-9.6	3.3	-11.8	-3.7	-14.1
Cc1nc2ccccc2c2c1CC(C)S2 (stereo not drawn)
 : -1.9	-10.9	-5.4	8.3	-5.7	9.9	-9.9	-3.5	-1.2	-20.2	-26.7
CC(Nc1[nH]c(=O)n(C)c(=O)c1N=O)c1ccccc1 (stereo not drawn)
 : -18.3	14.0	3.0	-34.1	-9.2	-2.1	-0.5	-6.8	-5.0	7.5	2.8
COc1ccccc1NC(=O)COc1ccc2c(c1)OCO2
 : -66.3	-27.3	-2.3	-15.1	-33.3	-3.3	-59.4	2.6	3.5	9.6	-94.0
Cc1noc(C)c1NC(=O)N(C)C[C@@H]1Oc2ncc(Br)cc2C(=O)N([C@@H](C)CO)C[C@@H]1C
 : -2.6	-13.4	3.2	-7.6	-15.2	3.8	1.4	-5.2	-8.5	-7.9	16.0
CC(Oc1cccc(Cl)c1)C(=O)Nc1cc(S(=O)(=O)N2CCOCC2)ccc1N1CCCCC1 (stereo not drawn)
 : -22.7	16.2	2.0	-17.3	24.3	2.1	16.5	-24.5	1.0	10.9	0.1
COc1ccc(Cc2nnc(Nc3ccc(C)cc3C)[nH]c2=O)cc1
 : -31.4	-5.5	-4.6	-15.9	-3.2	5.1	2.5	-5.4	-7.2	-6.9	1.0
Cc1ccn2nc(C(=O)OCC(=O)N(CC(C)C)C3CCS(=O)(=O)C3)nc2n1 (stereo not drawn)
 : -5.4	13.5	-8.9	0.6	-11.8	-7.6	-9.3	-3.7	-5.0	-19.9	-19.2
Cc1cc(NC(=O)C2CCCCC2)nc2c1c(=O)oc1ccccc12
 : -17.4	-11.3	-2.7	10.3	-1.8	10.0	-36.6	0.7	5.5	33.5	3.8
COc1ccc(C(CNC(=O)C(CCSC)NC(=O)c2ccccc2OC)N2CCCCC2)cc1 (stereo not drawn)
 : -13.6	9.4	-1.9	-11.6	-25.1	5.7	-0.8	-6.1	-5.1	11.0	8.0
N#Cc1sc(=O)[nH]c1Cl
 : -9.7	12.8	-4.1	-12.5	-11.4	-4.6	-25.2	-1.0	1.4	-9.0	9.7
C=C1C(=O)[C@]23C[C@H]1CCC2[C@@]1(C)C(C[C@@H]3O)[C@](C)(C(=O)OC)CC[C@@H]1O (stereo partly drawn)
 : 43.0	40.4	76.6*	63.6*	27.2	.	59.3*	.	.	9.3	47.9
CCCCNc1c(-c2ccc(OC)c(SC(C)CC)c2)nc2ccc(C)cn12 (stereo not drawn)
 : 1.0	10.9	-6.6&1.3	14.6&-15.4	15.9&9.5	12.0	14.9&-2.0	-3.6	-8.0	37.5&19.9	14.3&14.9
Cc1nc(Nc2ccc3c(c2)OCO3)c2oc3ccccc3c2n1
 : -5.1	-16.6	-6.2	-15.2	-2.8	-12.3	-16.5	-7.7	3.4	17.6	0.8
CC(C)CCn1c(CN(C)Cc2ccccc2)nc2c1c(=O)n(C)c(=O)n2C
 : 3.9	22.9	-6.0	7.2	15.1	-3.3	2.0	-15.9	5.4	-18.7	3.8
Cc1cc(=O)oc(C)c1C(=O)OCC(=O)c1ccc(Cl)c(Cl)c1
 : 6.2	12.8	-10.1	4.0	18.8	-3.8	-34.0	2.7	-0.7	6.1	-3.9

# (further entries)
# Order of results: SRC1 inh	NCOA3 inh	NOD2 RIPK2 PPI	NCOA2 inhibitor	COUP-TFII inh	EBV LMP1 NFkB	TROY NFkB inh	Vif inh	TLR9-MyD88 block	TRAIL sens C8	NR5A2 inv ag
Cc1ccc(CN(C)C(=O)C2CCN(C(=O)Nc3ccccc3)CC2)o1
 : -19.2	-0.3	5.3	-5.6	11.1	0.5	1.0	-1.5	-1.0	6.5	1.7
CN1CCC(=NNC(=O)c2ccco2)CC1
 : -49.2	-65.5	-6.0	-54.3	-17.5	-12.4	-15.3	1.7	-6.6	-3.6	-128.2
O=C(NCCc1ccc(Cl)cc1)c1cccc(NC2=NC3CS(=O)(=O)CC3S2)c1 (stereo not drawn)
 : -3.7	-13.6	-6.0	-3.1	-2.6	-6.5	-7.8	22.2	-2.0	6.1	-8.6
CCOP(=O)(OCC)C(C)(C)NC(=O)c1cc([N+](=O)[O-])cc([N+](=O)[O-])c1
 : 3.6	15.3	-0.4	-5.5	11.0	-6.2	13.7	1.2	-12.8	-9.7	-9.1
CCC1CCCCN1C(=O)c1ccc(OC2CCN(Cc3ccccn3)CC2)cc1 (stereo not drawn)
 : -21.5	4.6	4.7	-3.2	16.5	-0.1	5.5	-9.4	-6.8	21.2	-2.9
Cc1ccc(C(O)CCc2ccc(N)cc2)cc1 (stereo not drawn)
 : -4.2	7.4	-7.9	4.3	-15.2	-13.1	-18.1	-7.6	-7.5	7.5	-11.1
CCCCN(C)CCNC(=O)CN1C(=O)CSc2ccc(S(=O)(=O)N3CCCC3)cc21
 : -21.4	18.8	-14.8	-15.8	-12.1	-16.5	-12.2	-1.9	0.2	-11.3	1.3
N/C(=N/O)c1nc(N2CCCC2)nc(N(c2ccccc2)c2ccccc2)n1
 : 3.3	8.8	0.0	-7.5	-2.2	-0.6	3.2	1.5	0.4	59.1*	19.8
O=C(Cn1ncn2c(cc3sccc32)c1=O)NC1CCCC1
 : -66.6	5.5	1.5	18.0	3.9	-5.2	-20.2	-1.8	0.7	-7.5	7.3
CC(=O)c1ccc(NC2CC(O)C(O)CO2)cc1 (stereo not drawn)
 : -13.4	3.4	-1.8	-0.2	-13.1	-6.4	-10.7	4.6	0.7	12.5	6.4
O=C(COC(=O)Cc1c[nH]c2ccccc12)Nc1cc(S(=O)(=O)N2CCOCC2)ccc1Cl
 : -4.9	7.5	7.3	-18.0	7.4	-2.2	17.4	7.9	-3.3	0.2	2.9
COC(=O)c1sc(NC(=O)COc2ccccc2OC)nc1C
 : -5.0	-4.1	3.5	-21.0	6.0	-11.1	-9.6	3.5	-5.2	-28.1	-18.9
Cc1ccc(-c2noc(CSc3nnc(-c4ccccc4)n3C)n2)cc1
 : 3.9	-4.6	-10.9	4.3	3.3	-4.5	-19.3	-13.7	14.8	-0.8	6.8
CCOc1ccc(-n2c([S-])c(C(=O)Nc3ccc(S(=O)(=O)N4CCOCC4)cc3)[n+]3cc(C(N)=O)ccc23)cc1
 : 3.1	4.4	-6.0	-7.6	11.0	2.2	-5.8	-18.2	6.6	16.7	-6.4
COc1ccc(CNC(=O)C2CCN(c3nn4c(=O)cc(C)nc4s3)CC2)cc1
 : -1.0	-1.7	-8.3	16.2	1.2	1.4	-28.0	-0.5	-4.2	-10.5	-5.2
COc1ccc(NC(=S)Nc2cccnc2)c(OC)c1
 : -15.3	5.7	0.8	2.5	-22.0	2.2	-0.7	16.5	-2.3	0.2	-6.6
CSc1ccccc1NC(=O)COC(=O)CCC(=O)c1ccc(F)cc1
 : -2.2	-4.5	5.5	7.2	-15.4	-8.8	5.6	1.7	9.4	-6.1	7.6
O=C(O)/C=C/c1ccc(S(=O)(=O)N(CCO)CCO)cc1
 : -3.0	-0.6	-6.6	-39.2	2.6	-4.3	7.5	6.7	-2.8	4.2	4.1
COc1ccc(N(C(C)C(=O)Nc2ccc(S(=O)(=O)N3CCCCC3)cc2)S(C)(=O)=O)cc1 (stereo not drawn)
 : -6.5	-2.5	-5.5	0.6	12.0	-2.0	12.3	8.6	-7.2	13.6	-7.3
CC(C)(C)OC(=O)N1CCN(C(=O)c2[nH]cnc2C(=O)Nc2cccc(Cl)c2)CC1
 : -8.4	27.3	-0.4	-5.3	-5.8	5.8	2.6	-0.2	6.7	18.1	4.0
CC(C)(/C=N/O)/[N+]([O-])=C/c1ccco1
 : -2.6	-0.9	-11.6	-13.5	2.6	-0.1	-8.9	4.5	-2.4	7.1	-4.9
COc1ccccc1CNS(=O)(=O)c1ccc(Br)s1
 : 11.0	-4.8	8.9	11.3	10.6	1.5	4.3	-3.0	-11.6	6.7	20.2
CCOC(=O)C1=C(C)N=C2SC(C(=O)OC)=CC(=O)N2C1c1ccc(F)cc1 (stereo not drawn)
 : -5.9	-3.0	-7.0	4.8	14.5	4.2	-33.2	3.2	-1.1	-7.0	-4.9

# Source: PubChem (several laboratories)

# Not all compounds are listed; count on the stated rates, not on these rows.
